# Compound activity as filed in PubChem BioAssay.
# GALK inhibitor: galactokinase (human) inhibition; P51570; Purified GALK, Kinase-Glo residual ATP luminescence; Potency, µM (highest dose often 57.5 µM), inactives show top-dose activity change, negative = inhibition, most hits filed as inhibitors; actives 0.007% (n = 270,000); note: potency is the fitted concentration of half-maximal effect; % is set by controls: 0 for no effect and ±100 for the full control effect
#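 Quantitative HTS: GALK 5 nM, ATP 35 uM, galactose 100 uM, 1 h room temperature, then luciferase-based ATP detection.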
# Giardia kill: Giardia lamblia killing | Giardia lamblia trophozoite viability | activity change, % at 7.66 µM, hits read low | actives 0.15% (n = 340,000); in the data active = activity change below about -80%; inconclusive = between about -30% and that limit;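 note: parasites exposed to compound for two days anaerobically before the ATP read; % is set by controls: 0 for no effect and ±100 for the full control effect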
#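 Trophozoites 100 cells/well + cpd; 48 hrs, 37 deg C, anaerobic. ATPLite 1-Step added, 15-30 min RT, luminescence read (ATP-based viability).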
# MLL CXXC-DNA inh: inhibitors of human MLL CXXC domain-DNA interaction; Q03164; MLL-CXXC / FITC-HOXA9 DNA fluorescence polarization; Potency, µM (top dose mostly 115 µM), inactives show at the top dose activity change, negative = inhibition, actives largely listed as inhibitors; actives 0.037% (n = 290,000); AID 2662; active = well fitted inhibition curve with a large enough effect in the polarisation, with a control signal flat, not every such curve was filed as active; inconclusive = small, poorly fitted or top-dose-only effect, or effect the other way, or a change in a side signal; inactive = no such curve, though single readings can be large or run the other way; the % refers to the polarisation; note: potency is the fitted concentration of half-maximal effect
#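 Steps: dispense CXXC domain solution (7 uM) → pin compounds or unlabeled HOX-A9 DNA control → 5 min ambient → add FLSN-HOX-A9 solution (50 nM) → spin → 30 min ambient → fluorescence polarization. Tris pH 7.5/NaCl/DTT/BSA buffer.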
# Menin-MLL TR inh: menin-MLL binding inhibition, Texas Red mutant peptide; O00255; Menin + Texas Red MLL mutant peptide, fluorescence polarization; Potency, µM (highest dose often 61.6 µM), for inactives: top-dose FP activity change, negative = inhibition, actives largely listed as inhibitors; actives 0.23% (n = 270,000); AID 1768; active = well fitted inhibition curve with a large enough effect in the polarisation, with a control signal flat, not every such curve was filed as active; inconclusive = small, poorly fitted or top-dose-only effect, or effect the other way, or a change in a side signal; inactive = no such curve, though single readings can be large or run the other way; the % refers to the polarisation; note: potency is the fitted concentration of half-maximal effect; % of control where 0% means no effect; many of its hits are not listed in these tables
# B2AR arrestin: recruits beta-arrestin to the human beta2-adrenergic receptor | P07550 | beta-arrestin recruitment to beta2AR, cell-based reporter | Potency, µM (highest dose often 46.1 µM), without a hit: at the top dose activation, usual class: activators | actives 0.02% (n = 330,000) | AID 492947;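 note: potency is the fitted concentration of half-maximal effect; 0% = DMSO controls and full agonism = EC100 isoproterenol or metaproterenol; nearly all actives have a fitted effect of over 65% in size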
# PKM2 act: increases activity of human pyruvate kinase M2 | actives 0.34% (n = 260,000) | purified PKM2, Kinase-Glo ATP luminescence, activation; response scale: 0% is enzyme alone, no compound | Potency, µM (titrated, usually from 57.5 µM), without a hit: at the highest dose activation, usual class: activators | AID 1631; note: potency is the fitted concentration of half-maximal effect; % is set by controls: 0 for no effect and ±100 for the full control effect; nearly all actives have a fitted effect of over 55% in size
#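 ATP formation by purified human PK-M2, quantified via coupled luciferase luminescence after 1 h at room temperature with 0.1 mM ADP and 0.5 mM PEP final.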
# USP2a inh: USP2a (human) protease inhibition. O75604. USP2 core, Ub-CHOP2 coupled fluorogenic reporter, 485/531. Potency, µM (doses to about 38.3 µM), for the others: at the top dose activity change, negative = inhibition, hits mostly inhibitors. actives 0.01% (n = 330,000). AID 463254;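 note: potency is the fitted concentration of half-maximal effect; plate controls were DMSO wells for no effect and full inhibition by NEM control for full effect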
#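 Deubiquitinase activity read as fluorescence (485/531 nm) after Ub-CHOP2 cleavage activates the enterokinase reporter on its substrate; USP2 core 10nM, Ub-CHOP2 and substrate 25nM each, 30min compound preincubation then 60min RT; data normalized to NEM, curves fitted.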
# KCNH2 3.1 block: KCNH2 3.1 (human) potassium channel inhibition; U2OS KCNH2 3.1, thallium flux FluxOr; hits give low values; AID 720553; actives 0.95% (n = 340,000); activity change, % (tested at about 1.8 µM);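 active = maximum activity change below -70%; inconclusive = maximum activity change from -70% to -50%; inactive = maximum activity change above -50%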;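 note: thallium influx rate constant from kinetic fluorescence after stimulation buffer; % is set by controls: 0 for no effect and ±100 for the full control effect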
#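 Measured as rate of thallium-driven FluxOr signal in transduced U2OS cells carrying the 3.1 channel, read kinetically for 2 min upon stimulation; values are rate constants scaled to DMSO control wells.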
# TRPV1 ag: activates the human vanilloid receptor TRPV1; TRPV1-expressing cells, Fluo-8 calcium influx, agonist mode; activation, % at 8.33 µM; actives 0.19% (n = 320,000); in the data active = activation above about 80%; inconclusive = between about 30% and that limit; note: 0% is about no effect
#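 Fluo-8 calcium influx in TRPV1-expressing cells, kinetic read (ex 480/em 520 nm). Compound added and read 3 min for agonist activity, followed by capsaicin at EC20 final and 2 min further read for enhancement.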
# hERG WT inh: KCNH2 (human, wildtype) channel inhibition. Q12809. U2OS, BacMam KCNH2, thallium flux FluxOr; hits give low values. activity change, % at 1.84 µM. actives 0.37% (n = 340,000). AID 720551;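 active = maximum activity change below -70%; inconclusive = maximum activity change between -70% and -50%; inactive = maximum activity change above -50%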; note: % is set by controls: 0 for no effect and ±100 for the full control effect
# Target sequence (Q12809 whole entry, looked up): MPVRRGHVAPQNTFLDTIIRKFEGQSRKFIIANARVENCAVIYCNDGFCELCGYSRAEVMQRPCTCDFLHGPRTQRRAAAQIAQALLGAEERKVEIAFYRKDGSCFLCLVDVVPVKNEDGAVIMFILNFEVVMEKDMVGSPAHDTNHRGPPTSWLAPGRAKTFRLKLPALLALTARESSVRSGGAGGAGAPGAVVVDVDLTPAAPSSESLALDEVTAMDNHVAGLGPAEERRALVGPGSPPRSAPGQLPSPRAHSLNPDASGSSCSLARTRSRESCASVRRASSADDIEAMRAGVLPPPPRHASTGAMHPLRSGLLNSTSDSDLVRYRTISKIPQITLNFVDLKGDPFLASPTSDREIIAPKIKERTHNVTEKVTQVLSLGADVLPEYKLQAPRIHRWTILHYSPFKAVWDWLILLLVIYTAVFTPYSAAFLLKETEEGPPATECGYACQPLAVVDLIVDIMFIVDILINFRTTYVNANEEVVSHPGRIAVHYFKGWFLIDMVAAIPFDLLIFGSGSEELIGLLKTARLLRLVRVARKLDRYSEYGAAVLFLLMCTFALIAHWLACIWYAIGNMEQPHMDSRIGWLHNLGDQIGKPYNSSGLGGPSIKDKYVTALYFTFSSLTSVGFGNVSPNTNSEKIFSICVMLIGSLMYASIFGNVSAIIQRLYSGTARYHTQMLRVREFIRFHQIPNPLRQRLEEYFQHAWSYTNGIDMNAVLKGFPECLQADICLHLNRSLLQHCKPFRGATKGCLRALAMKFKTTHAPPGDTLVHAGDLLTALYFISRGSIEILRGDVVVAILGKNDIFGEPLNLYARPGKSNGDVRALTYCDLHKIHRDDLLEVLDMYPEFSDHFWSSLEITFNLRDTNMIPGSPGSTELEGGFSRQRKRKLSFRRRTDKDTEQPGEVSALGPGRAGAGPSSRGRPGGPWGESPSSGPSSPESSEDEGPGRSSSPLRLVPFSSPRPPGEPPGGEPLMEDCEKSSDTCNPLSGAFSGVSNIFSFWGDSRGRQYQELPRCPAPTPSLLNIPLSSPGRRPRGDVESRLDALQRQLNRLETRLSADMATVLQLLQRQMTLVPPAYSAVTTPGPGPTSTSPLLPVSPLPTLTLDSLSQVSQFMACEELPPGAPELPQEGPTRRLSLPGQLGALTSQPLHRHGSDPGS
#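 U2OS cells were transduced with wild-type KCNH2 virus (2.03 x 10^8 / mL) for 4 h at room temperature, then cultured overnight at 37 C. Thallium flux was read with FluxOr dye. Rate constants were normalized to DMSO controls.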
# FBPA coupling cs: counter-screen for Giardia aldolase inhibitors: coupling enzyme system | coupling enzyme system counterscreen, AmpLite Red fluorescence | activity change, negative = inhibition, % at 58.2 µM, hits read low | actives 0.67% (n = 290,000) | AID 2472; in the data active = activity change below about -30%; note: % is set by controls: 0 for no effect and ±100 for the full control effect
#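 Counterscreen lacking aldolase: glyceraldehyde-3-phosphate coupling-enzyme reagent preincubated 10 min at RT with compound (at 57.5 uM final), then substrate/coupling system with AmpLite Red added; fluorescence read at 525/598 nm after 20 min RT.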
# An asterisk follows results filed as active; ? = inconclusive; · = not tested or not shown; & = joins results of further samples; [ ] = dose if it differs, or a comment. Unless noted, calls come from the whole dose curve; as a rule, active = well fitted curve in the direction sought with a large enough effect; inconclusive = small, poorly fitted or top-dose-only effect, or another doubt; inactive = no such curve, though single readings can be large; an effect the other way counts as inactive or inconclusive. Only part of the results is shown; rates above refer to the full screens.
SMILES,GALK inhibitor,Giardia kill,MLL CXXC-DNA inh,Menin-MLL TR inh,B2AR arrestin,PKM2 act,USP2a inh,KCNH2 3.1 block,TRPV1 ag,hERG WT inh,FBPA coupling cs
Cc1ccc(NC(=O)CN2C(=O)NC(C)(C3CC3)C2=O)c([N+](=O)[O-])c1 (stereo not given),·,10,·,·,0.1%,·,2%,8,-7,0,·
O=C(CCl)N1N=C(c2cccs2)CC1c1ccco1 (stereo not given),9%,19,0%,-15%,-1.1%,16%,-1%,0,1,-18,3
CCOc1ccc(S(=O)(=O)n2cc(-c3ccccc3)c(N)n2)cc1,-2%,-8,4%,13%,0.3%,-2%,0%,-5,-4,-4,3
Cc1ccc(S(=O)(=O)N(Cc2ccccc2)c2ccccc2C(=O)NCc2ccco2)cc1,-3%,-8,11%,-9%,5.5%,-2%,1%,-17,16,12,1
NC(=O)C1CCN(c2cc(Cl)ccc2[N+](=O)[O-])CC1,0%,?,-3%,·,0.8%,-9%,-2%,-3,-7,3,4
CC(C)n1c(CNC(=O)c2ccccc2)nc2ccccc21,-2%,-10,-2%,-12%,0.3%,0%,-1%,-5,2,-11,9
Cc1snc(S(=O)(=O)/C(C#N)=N\Nc2ccccc2)c1C#N,-28%,-5,8%,?,·,-2%,·,-21,-5,20,16
COc1ccc(Cn2c(CCC(=O)Nc3ccc(C)c(C)c3)nc3cccnc32)cc1,-3%,-8,0%,·,0.0%,-10%,-2%,-9,-2,-2,-2
O=C(Nc1ccccn1)c1cc2cc([N+](=O)[O-])ccc2s1,10%,-27,-7%,8%,-0.2%,1%,0%,-9,15,-14,-2
CCOc1ccc2nc(NC(=O)C3CCN(S(=O)(=O)c4cnc[nH]4)CC3)sc2c1,3%,-9,-9%,13%[11.7 µM],0.0%,-3%,-1%,-28,·,-1,-1
COc1cc(O)c(C(CC(=O)N2CCCCC2)c2cc(OC)c(OC)c(OC)c2)c(OC)c1 (stereo not given),0%,-29&4,1%,-3%,-0.6%,-2%,12%,·,1,·,-4&1
CCC1CCCCN1Cc1nc2c(c(=O)n(C)c(=O)n2C)n1Cc1cccc2ccccc12 (stereo not given),3%,22,2%,?,0.1%,2%,1%,-7,14,0,-2
C[C@]12CC[C@@H]3c4ccc(O)cc4[C@@H](O)C[C@H]3[C@@H]1CC[C@@H]2O,0%,·,5%,2%,-3.3%,-13%,3%,·,-3,·,1
Cc1cc2oc(=O)cc(-c3ccccc3)c2c(C)c1-c1ccc(F)c(Cl)c1,·,7,·,-1%,0.0%,·,2%,-12,·,-4,2
Cc1ccc(-n2c(=O)[nH]c3c(oc4ccccc43)c2=O)cc1,-1%,-1,-8%,3%,-1.1%,-4%,2%,5,14,-5,0
COc1ccc(CCC(=O)NNC(=O)Nc2ccc(C(C)C)cc2)cc1,4%,-6,3%,9%,-0.1%,-2%,-1%,-6,?,-7,1
O=C1/C(=C\c2ccc3ccccc3c2)CCCc2ccccc21,-1%,-19,0%,5%,-0.5%,8%,-3%,-9,3,6,0
CCN(CC)S(=O)(=O)c1ccc(C)c(NC(=O)COC(=O)C=C(C)C)c1,3%,-3,2%,·,-0.2%,2%,1%,6,-1,-1,-1
O=C(NCc1ccccc1)C1=C[C@H](c2coc3ccccc3c2=O)C[C@H](OCCCCO)O1,0%,2,8%,-10%,-0.2%,0%,0%,-10,-3,6,5
O=C(NC1CCCC1)c1cc(-c2ccc(F)cc2)on1,9%,17,9%,-9%,-0.5%,1%,1%,-20,-4,-9,-5
COc1ccc(NC(=O)CC(NCCc2ccccc2)C(=O)O)c(OC)c1 (stereo not given),-1%,-6,-12%,10%,0.1%,0%,0%,0,0,-1,-2
COC(=O)CCS(=O)(=O)c1ccc(NC(C)=O)cc1,1%,-1,4%,-2%,0.2%,1%,-8%,0,6,0,-1
NCCNc1ccc(C(=O)N2c3ccccc3Sc3ccccc32)cc1[N+](=O)[O-],-1%,-16,?,-1%,-1.0%,0%,0%,-175*,0,8,-3
Nc1cc(S(=O)(=O)Nc2cc(Cl)ccc2Cl)ccc1N1CCCC1,-2%,-28,-8%,·,0.6%,-6%,-6%,6,3,3,-4
O=C(O)CCN1C(=O)/C(=C2\C(=O)N(Cc3ccc(F)cc3)c3ccccc32)SC1=S,13%,5,5%,?,0.6%,1%,-1%,9,-2,6,-2
O=C(CSc1nnc(COc2ccccc2)o1)N1CCOCC1,-1%,15,10%,3%,-0.1%,-3%,1%,0,4,15,1
COc1ccc(/C=C/C(=O)OCC(=O)Nc2cccc(Oc3ccccc3)c2)c(OC)c1,·,3,1%,-1%,-2.0%,-2%,2%,-22,0,-2,6
CCCc1[nH]nc2c1C(c1ccc(OC)c(Cn3nc(C)c(Br)c3C)c1)C(C#N)=C(N)O2 (stereo not given),0%,2,-6%,9%,·,13%,·,-7,0,3,-14
CCC(=O)N1CCc2cc(-c3csc(NC(=O)c4ccco4)n3)ccc21,16%,3,1%,11%,0.4%,0%,-2%,2,-2,12,-3
O=C(/C=C/c1ccc2c(c1)OCO2)Nc1cccnc1,1%,?,-6%,2%,0.3%,-30%,3%,3,?,-1,-2
N#CC1=C(N)NC(SCC(=O)c2ccccc2)=C(C#N)C12CCCC2,·,15,-5%,1%,0.0%,14%,-1%,-6,6,13,2
O=C(COC(=O)c1cccc(Br)c1)NCCc1ccccc1,0%,16,0%,9%,-0.4%,-2%,6%,7,6,-8,4
COc1ccc2[nH]c(=O)c(C(c3nnnn3C3CCCCC3)N3CCN(C)CC3)cc2c1 (stereo not given),1%,-7,-1%,-29%,0.2%,-2%,-3%,-9,3,-8,0
COc1ccc2cc(CO)c3cc(OC)c(OC)cc3c2c1,·,-19,·,·,-0.6%,·,1%,6,·,-7,·
CNS(=O)(=O)c1ccc(C)cc1,4%,4,-1%,6%,-0.2%,17%,6%,7,-8,-2,-2
C=CCNc1nc(-c2c(C)nc3ncccn23)cs1,3%,-1,-15%,0%,-0.4%,1%,2%,-10,-4,0,0
O=C(OCC(=O)N(c1ccccc1)C1CCCCC1)c1ccc(CO)cc1,·,39[activator],·,·,-3.1%,·,3%,2,?,1,·
O=C(N/N=C/c1ccc(C(=O)O)cc1)C(=O)N1CCCCCC1,0%,18,12%,·,-0.2%,-1%,1%,-12,2,-9,·
O=C(Nc1ccc(N2CCCC2)cc1)c1cccc(Cl)c1,-2%,-10,18%,20%,-0.7%,·,0%,4,?,3,8
CC1=C(C(=O)OCc2ccccc2)C(c2ccc(C(C)(C)C)cc2)NC(=O)N1CCCCCC(=O)O (stereo not given),·,6,2%,-3%&-21%,0.2%,-15%&1%,-4%,-8,1,-2,13&0
CCN(CC)S(=O)(=O)c1ccc(N2CCOCC2)c(NC(=O)c2sccc2C)c1,·,-13,·,·,-0.1%,·,1%,1,·,-5,·
Cc1ccccc1C(=O)c1cccn1CC(=O)NCC1CCCO1 (stereo not given),2%,6,-20%,-4%,-0.3%,2%,3%,-4,0,-2,10
OCC[C@H]1C[C@@H](O)[C@H](O)[C@]2(CCc3ccccc3O2)O1,·,-1,·,·,-2.6%,·,0%,15,-1,-2,·
COc1ccc([N+](=O)[O-])cc1NC1CCCCC1,0%,6,-4%,22%,-0.3%,-4%,1%,-5,1,-3,-2
COCCC(=O)N1CCC(Oc2ccc(C(=O)NC3CCOC(C)(C)C3)cc2)CC1 (stereo not given),4%,-3,14%,2%,0.3%,·,9%,-3,1,-15,-2
Cc1ccc(-n2c(CSc3nc(C)cc(C)n3)n[nH]c2=S)cc1,2%,-11,-14%,-3%,-0.5%,5%,2%,15,3,22,9
NS(=O)(=O)c1ccc(CCNC(=O)C2Cc3ccccc3CN2C(=O)c2ccco2)cc1 (stereo not given),0%,-11,-2%,0%,-0.2%,0%,-5%,-2,-3,6,-1
Cc1ccc(C(=O)Nc2ccc(Br)cc2)cc1S(=O)(=O)Nc1ccccn1,0%,-4,7%,-11%,-1.9%,2%,3%,-13,6,-2,7
CCOc1ccc(C(NC(=O)CC)c2c(O)ccc3ccccc23)cc1 (stereo not given),0%,5,7%,29%,0.4%,0%,0%,-5,1,-7,-1
CCCCCc1cc(=O)oc2c(C(CCN3CCCC(C)C3)c3cc(OC)c(OC)c(OC)c3)c(OC)cc(OC)c12 (stereo not given),-2%,13,19%,·,-0.3%,7%,2%,-9,20,-13,3
COc1ccc(CCNC(=O)Cn2nnc3ccccc3c2=O)cc1,-1%,-18,2%,2%,0.4%,-1%,0%,-1,-3,6,-1
O=C(COC(=O)c1ccc(F)cc1)NCC1CCCCC1,·,?,·,·,-0.3%,·,6%,-6,·,3,·
